Screening results from PubChem BioAssay.
T cell HTS: T cell immune modulators affecting CD8 T cell-vesicle binding. 2C CD8+ T cell-vesicle binding, flow cytometry; active compounds read low. calls only at 7 µM. actives 0.068% (n = 330,000). AID 2052;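 active = response, share of CD8 T cells binding vesicles, and their 90th percentile fluorescence all below set limits, cut at about 80% in these data, passing the limit was not always enough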
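Read-out – percent CD8+ FL2 mean versus row control · System – murine 2C transgenic CD8+ T lymphocytes · Times – 1.5 h cell–vesicle binding at 37 °C, then 20 min icy labelling · Control set – naked vesicles low, QL9 vesicles with vehicle high · Detection – cytometric PE anti-B7-1 and Alexa647 anti-CD8 signals after 1% paraformaldehyde fixation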
RSV CPE inhibition: RSV antiviral activity via CPE protection, HEp-2 cells, primary 10 µM value included (AID 2391). HEp-2 cells, RSV-induced CPE inhibition; higher % means a stronger effect. one-dose CPE inhibition, % at 10 µM; IC50 in µM for titrated hits. actives 0.13% (n = 310,000); in the data active = a potency from the dose series; inconclusive = CPE inhibition mostly from about 23% at the one dose, without a potency; inactive = the rest, 99 in 100 with CPE inhibition below about 21%; note: strong numbers were not always called active
M1AAP inhibition: malaria alanyl aminopeptidase activity blockers – biochemical, fluorogenic H-Leu-NHMec substrate, 1536-well (AID 1445). inhibition, % at 30 µM, or IC50 in µM where a hit was titrated. actives 0.42% (n = 220,000). recombinant M1AAP, H-Leu-NHMec fluorogenic kinetic assay; higher % means a stronger effect;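 active = primary inhibition above the hit cutoff, then over 50% inhibition at one or more dose response concentrations, cut at about 23% in these data, passing the limit was not always enough; inconclusive = conflicting primary data, or primary hits not chosen for dose response; inactive = low primary inhibition, or under 50% at every dose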;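 note: plate controls were DMSO full reaction for no effect and no enzyme background for full effect; strong numbers were not always called active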
PMI inhibitors: MPI enzyme activity inhibition – biochemical, fluorescence intensity, coupled assay, primary screen (AID 1209) | inhibition, % at 20 µM; hits with a dose series show IC50 in µM | actives 0.42% (n = 190,000) | purified PMI enzyme, coupled fluorescence intensity; higher % means a stronger effect;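 note: plate controls were DMSO vehicle for no effect and wells lacking substrate for full effect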
West Nile antiviral: West Nile virus antiviral activity, cell-based, CPE readout (AID 1621). West Nile virus-infected cells, CPE inhibition; higher % means a stronger effect. one-dose CPE inhibition, % at 10 µM; IC50 in µM for titrated hits. actives 0.02% (n = 290,000); in the data active = a potency from the dose series; inconclusive = CPE inhibition mostly from about 3.7% at the one dose, without a potency; inactive = the rest, 99 in 100 with CPE inhibition below about 2.2%; note: strong numbers were not always called active
TNAP activation fold: stimulation of alkaline phosphatase TNAP activity – biochemical, luminescent, no phosphate acceptor, uHTS, primary screen (AID 1001); purified TNAP, luminescent activation assay, no phosphate acceptor; higher activation fold means a stronger effect; activation fold at 20 µM; hits with a dose series show EC50 in µM; actives 0.03% (n = 200,000); in the data active = activation fold from about 3, or a potency from the dose series; inactive = the rest, 99 in 100 with activation fold below about 1.6; note: many of its hits are not listed in these tables
human PMI inhibitors: human PMI inhibitors, high substrate, primary screen, biochemical, fluorescence intensity, high mannose 6-phosphate (AID 1220) | recombinant PMI enzyme, coupled fluorescence intensity; higher % means a stronger effect | one-dose inhibition, % at 20 µM; IC50 in µM for titrated hits | actives 0.66% (n = 190,000)
K1F lysis inhibition: protection from phage-mediated lysis, alamar blue read-out – E. coli UTI89, K1F phage, bacterial capsule biogenesis inhibitors (AID 488966) | E. coli UTI89 K1F phage lysis, alamar blue, 2 h; higher % means a stronger effect | inhibition, % at 100 µM; hits with a dose series show IC50 in µM | actives 0.02% (n = 340,000);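 active = phage lysis inhibition, versus mean bacterial control, above a set limit; inconclusive = no clear call, values can overlap the other calls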;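 note: capsule biogenesis inhibitors block K1F phage lysis so surviving cells raise fluorescence; higher fluorescence means more inhibition of phage lysis; actives were called in the ten point dose series up to 300 µM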
M17LAP inhibition: P. falciparum M17LAP inhibitors, primary screen, biochemical, fluorogenic H-Leu-NHMec substrate, 1536-well (AID 1619); recombinant M17LAP, H-Leu-NHMec fluorogenic kinetic assay; higher % means a stronger effect; one-dose inhibition, % at 30 µM; IC50 in µM for titrated hits; actives 0.38% (n = 220,000);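 active = compound inhibiting the enzyme by more than half at any dose during confirmatory dose-response retesting; inconclusive = strong single-dose inhibitors picked by rank but not retested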;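 note: plate controls were full reaction with DMSO carrier for no effect and no enzyme background for full effect; strong numbers were not always called active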
T cell HTS vesicle-bound %: second read-out of T cell HTS, no call of its own (marks repeat the call); double positive events, %; measured here: CD8+ vesicle-bound cell fraction;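 binding gate set so that unloaded-vesicle control wells show 10% double positive cells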
Starred values were filed as active, the others as inactive; i = inactive; u = inconclusive; x = not tested or not shown; [ ] = another dose, or the depositor's remark. Cut-off read from the data, not from the text of the source, unless noted: active = inhibition above about 50%; inactive = the rest.

Structure | T cell HTS | T cell HTS vesicle-bound % | RSV CPE inhibition | M1AAP inhibition | PMI inhibitors | West Nile antiviral | TNAP activation fold | human PMI inhibitors | K1F lysis inhibition | M17LAP inhibition
CN(C)C(=O)CSc1nc2ccc(C(=O)c3ccccc3)cc2[nH]1 | i | 51 | u | x | x | -0.1% | x | x | 0.1% | x
Cc1onc(-c2c(F)cccc2Cl)c1C(=O)NC1=NCCS1 | i | 12 | -0.6% | 9% | 11% | 1.5% | 1.1 | 5% | -0.7% | 3%
CC(C)(C)c1ccc(C(=O)NCC(=O)N2CCCCCC2)cc1 | i | 23 | 2.0% | x | x | -0.6% | x | x | 0.0% | x
Cc1cccc(N=Nc2ccc(O)c3ncccc23)c1 | i | 56 | 6.8% | -3% | 3% | u | 0.9 | 46% | 5.0% | 5%
CN(C)CC(=O)Nc1ccc(S(N)(=O)=O)cc1 | i | 34 | 0.6% | 3% | -1% | 0.1% | 1.1 | -3% | 0.2% | 1%
O=c1[nH]c(CSc2nc(-c3ccccc3)cs2)nc2ccccc12 | i | 43 | 17% | 3% | 20% | -0.5% | 1.2 | 15% | 1.2%[50 µM] | 4%
COC(=O)C1(C)NC(c2ccccc2F)C2C(=O)N(c3ccccc3)C(=O)C21 (stereo not drawn) | i | 50 | -0.6% | x | x | 0.2% | x | x | 0.1% | x
CCCCSCCCNC(=O)c1cn(CC)c2ccc(S(=O)(=O)N3CCOCC3)cc2c1=O | i | 13 | 4.4% | x | x | -0.1% | x | x | 0.2% | x
COc1cc(NC(=S)NNC(=O)CC(C)C)c(OC)cc1Cl | i | 66 | 0.8% | -14% | 6% | -0.8% | 1.2 | 12% | -0.2% | 11%
CN(C)S(=O)(=O)N(Cc1ccc(Br)cc1)c1ccccc1 | i | 18 | 1.2% | 12% | 7% | 0.7% | 1 | 7% | -0.6% | -18%
Cn1c(=S)oc2ccccc21 | i | 5 | 3.2% | 3% | x | -0.4% | x | x | 0.6% | -3%
O=C(OCC(=O)N1CCCC1=O)c1nc(Cl)c(Cl)c(Cl)c1Cl | i | 54 | 0.3% | x | x | 0.3% | x | x | -0.1% | x
CCC(C)(C)NC(=O)C(c1cccs1)N(C(=O)c1ccn[nH]1)c1cccc(OC)c1 (stereo not drawn) | i | 60 | 2.7% | 5% | -9% | 0.3% | 1.5 | -7% | 0.0% | -1%
COc1cc(C(=O)NNC(=S)NC(=O)c2ccc(Cl)cc2)cc(OC)c1OC | i | 32 | 1.2% | -5% | -3% | -1.5% | 1.3 | -9% | 8.1% | 18%
Cc1cccc2cncc(OCc3nnc(SC(F)F)n3C)c12 | i | 56 | 1.5% | 2% | -5% | 0.0% | 1.1 | -3% | x | 19%
C/C(Cc1ccccc1)=N\NC(=O)CNC(=O)c1ccccc1F | i | 1 | 0.9% | x | x | 0.2% | x | x | 1.5% | x
Cc1cccc(COCC(CC(C)C)N2CCN(C(=O)c3ccc(C(F)(F)F)cc3)CCC2=O)c1 (stereo not drawn) | i | 16 | 15% | -4% | -8% | -0.9% | 1 | -9% | -0.7% | 15%
Cc1cc(Oc2ccc(=O)n(C)n2)nc(Oc2ccc(=O)[nH]n2)n1 | i | 18 | 0.3% | -4% | -1% | 0.9% | 1 | -1% | 2.7% | -3%
COc1cccc(C(=O)CN2C3=NCCCN3c3ccccc32)c1 | i | 12 | 0.1% | 6% | -8% | 1.1% | 1.1 | -5% | 3.3% | 4%
N#C/C(=C\c1cn(-c2ccccc2)nc1-c1cc2ccccc2o1)c1nc2ccccc2[nH]1 | i | 22 | 2.1% | 1% | -34% | -1.5% | 0.9 | -23% | -0.1% | 13%
Cn1nnnc1SCc1ccccc1[N+](=O)[O-] | i | 18 | 1.6% | 6% | 4% | -0.3% | 1.1 | -1% | -1.2% | 5%
O=S1(=O)C[C@@H](N2CCOCC2)[C@H](N2CCOCC2)C1 | i | 18 | 0.8% | -15% | -37% | -0.3% | 1 | -34% | 2.6% | -5%
C/C(=N\NC(=O)c1cccc(O)c1)c1cccc(NC(=O)c2ccc(F)cc2)c1 | i | 60 | 0.3% | x | x | 0.2% | x | x | 0.0% | x
O=C(CN(C(=O)CNS(=O)(=O)c1ccccc1)c1ccc(Cl)cc1)NCC1CCCO1 (stereo not drawn) | i | 34 | 0.2% | x | x | -0.1% | x | x | -0.1% | x
O=C(O)c1cc(-c2ccc(Br)s2)nc2ccccc12 | i | 12 | 8.6% | x | x | 0.1% | x | x | -0.5%[50 µM] | x
CCC(CC)C(=O)c1c[nH]c(C(=O)NCCCN2CCOCC2)c1 | i | 25 | 0.5% | 4% | -9% | x | 1 | -7% | 0.1% | 7%
C=CCn1c(SCC(=O)Nc2cc(C)c(Cl)cc2OC)nnc1-c1ccco1 | i | 27 | 18% | 6% | -2% | -0.3% | 1.1 | 2% | 0.1% | -11%
COc1cccc(NS(=O)(=O)c2ccc3c(c2)CCN3C(C)=O)c1 | i | 26 | 3.0% | x | x | -1.1% | x | x | 0.1% | x
Cc1ccc(C(=O)NCCn2c(N)c(C#N)c3nc4ccccc4nc32)cc1 | i | 8 | 4.5% | 6% | 8% | -0.5% | 1.2 | 24% | -0.2% | -44%
CCOc1ccccc1NC(=O)NNC(=O)COc1cccc(C)c1C | i | 9 | 1.3% | x | x | -0.4% | x | x | 0.9%[50 µM] | x

A second format for part of the listing above:
The line under a structure holds: T cell HTS | T cell HTS vesicle-bound % | RSV CPE inhibition | M1AAP inhibition | PMI inhibitors | West Nile antiviral | TNAP activation fold | human PMI inhibitors | K1F lysis inhibition | M17LAP inhibition
Cn1c(=S)oc2ccccc21
 : i | 5 | 3.2% | 3% | x | -0.4% | x | x | 0.6% | -3%
CC(C)(C)c1ccc(C(=O)NCC(=O)N2CCCCCC2)cc1
 : i | 23 | 2.0% | x | x | -0.6% | x | x | 0.0% | x

(list continues)
Structure | T cell HTS | T cell HTS vesicle-bound % | RSV CPE inhibition | M1AAP inhibition | PMI inhibitors | West Nile antiviral | TNAP activation fold | human PMI inhibitors | K1F lysis inhibition | M17LAP inhibition
CCC(Sc1ccc2nnc(-c3cccnc3)n2n1)C(=O)OC (stereo not drawn) | i | 27 | 3.6% | 4% | -23% | 0.0% | 1 | -7% | 0.1% | -19%
CCOc1ccc(NCCC#N)cc1 | i | 11 | 2.3% | 6% | 2% | -0.1% | 1.1 | 2% | -5.0% | 8%
CN(C)c1ccc(/C=N/NC(=O)CCCO)cc1 | i | 42 | -1.1% | 17% | 11% | 0.4% | 1.1 | 25% | x | -32%
CCc1ccc(NC(=O)CN(c2ccc(OC)cc2)S(=O)(=O)c2c(C)[nH]c(=O)[nH]c2=O)cc1 | i | 2 | 1.4% | x | x | -0.5% | x | x | 0.1% | x
Oc1[nH]c2ccccc2c1C=Nc1ccc2c(c1)OCCO2 | x | x | x | 6% | 10% | 0.1% | 1.1 | 16% | 0.0% | 18%
COc1cc(OC)cc(C(=O)N2CCC(C(=O)Nc3ccc4c(c3)OCCO4)CC2)c1 | i | 44 | 2.2% | 1% | -13% | 0.1% | 1.1 | -9% | 1.8%[50 µM] | -8%
CCOc1ccccc1C(=O)NN1C(=O)C2CCCCC2C1=O (stereo not drawn) | i | 33 | 1.3% | 10% | -3% | -0.5% | 1 | 1% | 1.1% | 10%
COC(=O)CSc1nnc(-c2ccc(OC)c(OC)c2)o1 | i | 29 | -1.0% | 4% | -5% | 0.3% | 1.1 | -5% | i | -12%
O=C(Nc1cccnc1Cl)c1cc(-c2ccco2)on1 | i | 23 | 1.9% | 3% | 5% | -0.1% | 1.1 | 7% | 4.6% | -2%
Cc1onc(-c2ccccc2)c1C(=O)NNC(=S)NC(=O)c1ccc2c(c1)OCO2 | i | 12 | -1.4% | -7% | x | -0.7% | x | x | -0.2% | -5%
CCOc1ccc(S(=O)(=O)N(C)CC(=O)NC2CC2)cc1 | i | 29 | 0.4% | x | x | -0.1% | x | x | 2.8%[50 µM] | x
CCN(C(=O)CC(C)C)c1nnc(Cn2nnc3ccccc32)s1 | i | 29 | -0.6% | 17% | -3% | -1.4% | 1.1 | 1% | -0.7% | -10%
N#CCCN(CCC#N)C(=O)COc1ccc(Cl)cc1Cl | i | 33 | 2.9% | 1% | -5% | 0.5% | 1.1 | -2% | 0.4% | -3%
CC1CCCCC1NS(=O)(=O)c1ccc(S(=O)(=O)N2CCN(CCC#N)CC2)cc1 (stereo not drawn) | i | 48 | 0.5% | 0% | 3% | -0.6% | 0.9 | 3% | -0.3% | -5%
COc1ccc(C(=O)CSc2nnc(CNC(=O)c3ccc(OC)c(OC)c3)n2C)cc1 | i | 5 | -0.5% | 1% | -3% | 0.3% | 1.1 | -20% | 0.3% | 26%
CCn1cc(Cl)c(C(=O)NNC(=O)CCn2nc(C)c([N+](=O)[O-])c2C)n1 | i | 37 | 1.3% | -8% | 12% | 0.9% | 2 | -3% | 2.3% | -5%
Cc1cc(F)c(F)c(C(=O)N2CCCCC2C)c1Cl (stereo not drawn) | i | 59 | 2.1% | 4% | 2% | x | 1 | 0% | 0.3% | 7%
CCn1c2ccccc2c2cc(NC(=O)COC(=O)c3cccc(S(=O)(=O)NC)c3)ccc21 | i | 10 | u | 12% | 20% | -1.1% | 1.1 | 9% | -3.0% | -1%
CC(C)(C)Nc1nc(NC(C)(C)C)nc(-n2ccnc2)n1 | i | 39 | 5.0% | 4% | 7% | -0.7% | 1.1 | 4% | 2.6% | -1%
CCCN(CCC)CC(O)CN1C(=O)NC(C)(C)C1=O (stereo not drawn) | i | 49 | 1.2% | 5% | -1% | -0.2% | 1.1 | -6% | 0.2% | 5%
COc1ccc(N2CCN(C(=O)COCc3cc(-c4ccc5c(c4)OCO5)on3)CC2)cc1 | i | 30 | 0.7% | x | x | -0.1% | x | x | 0.2% | x

Quoted at random: two records from the list.
Structure | T cell HTS | T cell HTS vesicle-bound % | RSV CPE inhibition | M1AAP inhibition | PMI inhibitors | West Nile antiviral | TNAP activation fold | human PMI inhibitors | K1F lysis inhibition | M17LAP inhibition
COc1cc(OC)cc(C(=O)N2CCC(C(=O)Nc3ccc4c(c3)OCCO4)CC2)c1 | i | 44 | 2.2% | 1% | -13% | 0.1% | 1.1 | -9% | 1.8%[50 µM] | -8%
CCOc1ccccc1C(=O)NN1C(=O)C2CCCCC2C1=O (stereo not drawn) | i | 33 | 1.3% | 10% | -3% | -0.5% | 1 | 1% | 1.1% | 10%
